Screens as filed in PubChem.
PLK1 PBD block – qHTS for Inhibitors of PLK1-PDB (polo-like kinase 1 - polo-box domain): Primary Screen; Plk1 PBD binding of FITC phosphopeptide, fluorescence polarization; actives 2.8% (n = 360,000); Potency, µM, without a hit: max response, negative = inhibition, most hits filed as inhibitors; AID 720504, 2013; Serine/threonine-protein kinase PLK1 (Homo sapiens), P53350; further: potency means the concentration at half of the fitted maximal effect; series mostly up to about 57 µM; on the % scale 0 is the no-effect control and ±100 the full control effect; nearly all actives have a fitted effect of over 65% in size
IL-2 act – qHTS of IL-2 Activators | AID 652025, 2013 | actives 0.065% (n = 360,000) | activation, % (series mostly up to about 46 µM) | IL-2 activation reporter assay, cell-based qHTS; stimulated with anti-CD3/CD4/CD28 beads; in transgenic mouse T cells; in the data active means activation above about 50%; inconclusive means mostly about 30% to 49%; further: 0% is about no effect
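Readout is EGFP and DsRed signal by fluorescent plate cytometry after 18 h at 37 degrees C. Transgenic mouse T cells (750/well) received compound for 60 min before bead stimulation (anti-CD3, anti-CD4, anti-CD28); memory T cells served as non-tolerant control.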
WRN helicase inh – qHTS for Inhibitors of WRN Helicase; Potency, µM (titrated, usually from 114 µM), for the others: at the top dose activity change, negative = inhibition, hits mostly inhibitors; actives 0.46% (n = 360,000); WRN helicase unwinding, fluorescent forked duplex, kinetic; Bifunctional 3'-5' exonuclease/ATP-dependent helicase WRN (Homo sapiens), Q14191; further: potency means the concentration at half of the fitted maximal effect; on the % scale 0 is the no-effect control and ±100 the full control effect; nearly all actives have a fitted effect of over 55% in size
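Screening of the MLSMR collection measured strand separation of a quenched forked DNA duplex (100 nM) by 20 nM WRN with 2 mM ATP, all final. Compounds were preincubated with enzyme 15 min at room temperature.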
PI5P4Ka inh – qHTS for Inhibitors of phosphatidylinositol 5-phosphate 4-kinase (PI5P4K). max response, %. actives 1.2% (n = 330,000). Phosphatidylinositol 5-phosphate 4-kinase type-2 alpha (Homo sapiens), P48426. PI5P4Kalpha enzyme, ADP-Glo luminescence, 60 min; stronger effect = lower value; active means max response of -50% or lower; inconclusive means between -30% and -50%; inactive means -30% or higher; further: value at the top dose of about 77 µM; on the % scale 0 is the no-effect control and ±100 the full control effect
Target sequence (P48426 whole entry, looked up): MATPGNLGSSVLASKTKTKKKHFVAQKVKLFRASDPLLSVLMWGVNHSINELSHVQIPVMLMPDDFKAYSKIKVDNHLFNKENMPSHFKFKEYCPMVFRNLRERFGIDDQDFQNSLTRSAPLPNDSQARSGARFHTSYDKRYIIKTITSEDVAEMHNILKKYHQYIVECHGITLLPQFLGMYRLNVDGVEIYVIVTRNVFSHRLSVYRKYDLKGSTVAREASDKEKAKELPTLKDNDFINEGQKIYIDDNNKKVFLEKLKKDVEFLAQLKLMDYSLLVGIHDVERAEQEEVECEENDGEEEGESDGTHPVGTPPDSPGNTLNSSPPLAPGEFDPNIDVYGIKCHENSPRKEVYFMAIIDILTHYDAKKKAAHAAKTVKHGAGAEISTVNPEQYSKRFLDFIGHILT
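ADP-Glo luminescence end-point after a 60 min room-temperature kinase reaction. PI5P4Kalpha and substrate in HEPES pH 7.4 buffer with EGTA, 0.1% CHAPS and 5% DMSO; ATP at 5 microM final.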
D3 antag – qHTS of D3 Dopamine Receptor Antagonist: qHTS | D(3) dopamine receptor (Homo sapiens), P35462 | D3R cells, DiscoveRx beta-arrestin luminescence, antagonist mode; stronger effect = lower value | max response, negative = inhibition, % | actives 2.5% (n = 360,000) | AID 652054, 2013; in the data active means max response below about -50%; inconclusive means no clear call, values can overlap the other calls; further: on the % scale 0 is the no-effect control and ±100 the full control effect; mostly tested at two doses, the higher about 12 µM
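Cells plated overnight at 1500 cells/well, then exposed to library compounds with dopamine controls for 90 minutes at 37 degrees C. DiscoveRx reagent added for 30–60 minutes at room temperature; luminescence read, quantitative HTS format.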
D3 ag – qHTS of D3 Dopamine Receptor Agonist: qHTS. D(3) dopamine receptor (Homo sapiens), P35462. D3R DiscoveRx beta-arrestin cells, luminescence, 90 min. max activation, %. actives 0.58% (n = 410,000). AID 652048, 2013; in the data active means max activation above about 30%; further: 0% is about no effect; mostly tested at two doses, the higher about 12 µM
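Agonist mode: compounds and dopamine controls were applied to plated cells for 90 min at 37 degrees C after an overnight attachment at 1500 cells/well. Luminescent read-out followed 30 - 60 minutes at room temperature with DiscoveRx detection reagent.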
GLP-1R inv ag – qHTS of GLP-1 Receptor Inverse Agonists (Inhibition Mode); HEK293 GLP-1R CRE-luciferase, luminescence, 24 h; GLP-1R form is constitutively active; Potency, µM (series often up to 38.3 µM), for the others: at the highest dose activity change, negative = inhibition, hits mostly inhibitors; actives 1.6% (n = 410,000); further: potency means the concentration at half of the fitted maximal effect; on the % scale 0 is the no-effect control and ±100 the full control effect; nearly all actives have a fitted effect of over 55% in size
Target sequence (P43220 whole entry, looked up): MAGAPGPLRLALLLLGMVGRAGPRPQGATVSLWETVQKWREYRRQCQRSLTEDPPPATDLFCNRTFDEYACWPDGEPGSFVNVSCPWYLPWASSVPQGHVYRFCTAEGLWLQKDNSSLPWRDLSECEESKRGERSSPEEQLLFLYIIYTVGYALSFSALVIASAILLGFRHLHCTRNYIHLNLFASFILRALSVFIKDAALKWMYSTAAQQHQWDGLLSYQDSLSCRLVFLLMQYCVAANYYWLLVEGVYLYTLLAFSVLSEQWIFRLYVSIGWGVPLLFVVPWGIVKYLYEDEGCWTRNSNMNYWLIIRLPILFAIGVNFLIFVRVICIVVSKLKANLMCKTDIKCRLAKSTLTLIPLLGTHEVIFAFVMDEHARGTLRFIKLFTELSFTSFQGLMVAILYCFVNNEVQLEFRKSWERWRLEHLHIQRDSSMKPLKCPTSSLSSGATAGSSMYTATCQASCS
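Luminescence readout: a drop in cAMP-driven luciferase signal flags inverse agonism at a constitutively active GLP-1R stably expressed in HEK293. Compound exposure lasted 24 hr at 37 deg C, 5% CO2.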
GLP1R ag – qHTS of GLP-1 Receptor Agonists; HEK293 GLP-1R CRE-luciferase, luminescence, 4-6 h; cells express a hypersensitive GLP-1R form; Potency, µM (top dose mostly 45.6 µM), without a hit: at the top dose activation, actives largely listed as activators; actives 0.007% (n = 380,000); AID 624172, 2012; further: potency means the concentration at half of the fitted maximal effect; % of control where 0% means no effect
GLP1R cytotox – qHTS of GLP-1 Receptor Inverse Agonists: Cytotox Screen | Potency, µM (series often up to 38.3 µM), without a hit: at the highest dose activity change, negative = inhibition, usual class: inhibitors | HEK293 cAMP-luciferase reporter cells, luminescence, 24 h | actives 0.13% (n = 410,000);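 further: loss of luciferase light is scored as toxicity; potency means the concentration at half of the fitted maximal effect; on the % scale 0 is the no-effect control and ±100 the full control effect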
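Step one: seed cells (200 cells/uL, DMEM with 10% Nu serum, 1% pen-strep). Step two: 12-hour incubation at 37 deg C. Step three: pin 23 nL compound, incubate 24 hr. Step four: add luciferase reagent, read luminescence 12 min later.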
* hit, by the source's call; ? = inconclusive; · = not tested or not shown; & = joins results of further samples; [ ] = remark or other dose. Unless noted, the call rests on the fitted dose curve; in most records, active means well fitted curve in the direction sought with a large enough effect; inconclusive means small, poorly fitted or top-dose-only effect, or another doubt; inactive means no such curve, though single readings can be large; an effect the other way counts as inactive or inconclusive.

#1 COC(=O)c1[nH]c2ccccc2c1NC(=O)CN1CCN(Cc2ccc3c(c2)OCO3)CC1
#2 COc1cccc(-c2noc(CCCC(=O)NC3CCCC3)n2)c1
#3 CCCn1c(N)c(C(=O)CSc2nnc(-c3cccs3)n2C2CC2)c(=O)[nH]c1=O
#4 Cc1c(Cl)cccc1NC(=O)COC(=O)CN1C(=O)NC(C)(C)C1=O
#5 Cn1c(CC(=O)Nc2ccccc2F)nnc1SCC(=O)NC1CCCCC1
#6 CCn1c(NN)nc2sc3c(c2c1=O)CCC3
#7 NS(=O)(=O)c1ccc(NC(=O)CSc2nnc3n2CCCCC3)cc1
#8 Cc1ccc(-c2csc(C(O)c3ccc(F)c(F)c3)n2)cc1C (stereo not drawn)

Screen / compound no. | 1 | 2 | 3 | 4 | 5 | 6 | 7 | 8
PLK1 PBD block | -10% | 0% | -1% | -9% | 1% | -4% | -15% | 2%
IL-2 act | 0.2 | -3.2 | -4.4 | -1.1 | -0.5 | 1.0 | 1.3 | 0.3
WRN helicase inh | 7% | -3% | ? | 5% | 0% | -14% | 16% | -1%[57.1 µM]
PI5P4Ka inh | -5 | 3 | -2 | -2 | -6 | -59* | 2 | 27
D3 antag | -21 | 20 | -2 | -6 | 15 | ? | -11 | 17
D3 ag | -7 | 8 | 0 | -12 | 1 | -7 | -1 | 0
GLP-1R inv ag | -1% | -24% | 2% | 1% | -5% | 2% | 8% | ?
GLP1R ag | 7% | -5% | 4% | -2% | -5% | -1% | 0% | -1%
GLP1R cytotox | -27% | -4% | 4% | 5% | 5% | ? | 7% | -16%

#9 CC(C)(C)c1nc2ccccc2c(=O)n1N1C(=O)c2ccccc2C1=O
#10 COC(=O)c1c(NC(=O)CSc2nc3nc(C)cc(C)n3n2)sc(C)c1C
#11 O=c1c(-c2ccc3c(c2)OCCO3)coc2cc(OC3OC(CO)C(O)C(O)C3O)ccc12 (stereo not drawn)
#12 COc1ccc(-c2csc3ncnc(N4CCN(S(=O)(=O)c5cccc(F)c5)CC4)c23)cc1
#13 Cc1ccc2nc(-c3ccc(NC(=O)CSc4nc(N)cc(=O)[nH]4)cc3)sc2c1
#14 O=C(NCCCN1CCCCC1)c1ccc2c(c1)NC(=O)C(N1CCOCC1)S2 (stereo not drawn)
#15 O=C(CCN1C(=O)/C(=C/c2cccs2)SC1=S)Nc1ccc(C(=O)O)c(O)c1
#16 Oc1ccccc1N=Nc1nc(-c2ccccc2)c(-c2ccccc2)[nH]1

Screen / compound no. | 9 | 10 | 11 | 12 | 13 | 14 | 15 | 16
PLK1 PBD block | 2% | -8% | 3% | -8% | -16% | -7% | 27µM* | -6%
IL-2 act | -1.3 | 0.2 | 3.3 | -3.2 | -0.8 | 1.3 | 0.3 | -3.8
WRN helicase inh | 1% | -9% | -5% | -7% | 7% | -1% | -12%[11.6 µM] | -42%
PI5P4Ka inh | 11 | 0 | -4 | -4 | -3 | · | -58* | -11
D3 antag | 20 | -17 | -11 | -13 | -9 | -11 | -2 | -72*
D3 ag | -1 | -9 | -1 | -18 | 0 | -33 | 4 | -37
GLP-1R inv ag | 10µM* | 21% | 0% | -3% | 9% | 1% | 8% | 0%
GLP1R ag | 0% | 11% | 4% | 7% | 19% | -15% | -8% | -25%
GLP1R cytotox | -23% | -2% | -9% | 17% | -13% | 5% | -28% | ?

One compound at a time, from the list above:
Profile of O=C(NCCCN1CCCCC1)c1ccc2c(c1)NC(=O)C(N1CCOCC1)S2 (stereo not drawn) → PLK1 PBD block = -7%; IL-2 act = 1.3; WRN helicase inh = -1%; PI5P4Ka inh = ·; D3 antag = -11; D3 ag = -33; GLP-1R inv ag = 1%; GLP1R ag = -15%; GLP1R cytotox = 5%
Profile of CC(C)(C)c1nc2ccccc2c(=O)n1N1C(=O)c2ccccc2C1=O → PLK1 PBD block = 2%; IL-2 act = -1.3; WRN helicase inh = 1%; PI5P4Ka inh = 11; D3 antag = 20; D3 ag = -1; GLP-1R inv ag = 10µM*; GLP1R ag = 0%; GLP1R cytotox = -23%

Additional records.
#17 O=c1cnnc(Nc2ccc(Cl)c(C(F)(F)F)c2)[nH]1
#18 CN(c1ccccc1)c1ccc(/C=N/NC(=O)CC#N)cc1
#19 CN(C)C1=NCCN1CCCCc1ccccc1
#20 CC1(C(=O)Nc2cccc(C(F)(F)F)c2)Cc2c(-c3cccc(C(N)=O)c3)ccnc2O1 (stereo not drawn)
#21 N#CC1=C(N)OC(c2ccccc2)=C(C#N)C1c1ccc2c(c1)OCO2 (stereo not drawn)
#22 CCCNC(=O)C1(C)CCCN(C(=O)Cc2ccc3ccccc3c2)C1 (stereo not drawn)
#23 COc1cc2nc(/C=C/c3cc(OC)c(OC)c(OC)c3)sc2cc1SC
#24 CCCOc1ccccc1/C=C1/C(=O)ON=C1C

Screen / compound no. | 17 | 18 | 19 | 20 | 21 | 22 | 23 | 24
PLK1 PBD block | -9% | -10% | -22% | -9% | 12µM* | 1% | 6% | 3µM*
IL-2 act | 0.9 | -1.8 | -0.4 | -0.4 | 1.1 | 0.0 | -1.6 | -2.9
WRN helicase inh | -23% | -3% | -1% | -3% | -15% | -6% | -12% | 2%
PI5P4Ka inh | 0 | -6 | 3 | 2 | · | 10 | 11 | -17
D3 antag | 0 | 11 | -7 | 0 | 18 | 6 | 18 | 4
D3 ag | -10 | 1 | -39 | -2 | 3 | 1 | 1 | 5
GLP-1R inv ag | -27% | ? | -2% | -10% | 3% | 7% | ? | -8%
GLP1R ag | 1% | -3% | -3% | 4% | -7% | 15% | 6% | -3%
GLP1R cytotox | 4% | 1% | 12% | -23% | 1% | 1% | · | 0%

#25 COc1ccccc1/C=C/C=N/n1c(-c2ccncc2)n[nH]c1=S
#26 O=C1COc2ccc(S(=O)(=O)Nc3ccc(OC(F)(F)F)cc3)cc2N1
#27 Cc1cccc(NC(=O)CCC(=O)Nc2nnc(C(F)(F)F)s2)c1
#28 COc1cc(CNC(C)c2ccccc2)cc(Cl)c1OCC(=O)Nc1ccccc1 (stereo not drawn)
#29 CCN(c1ccccc1)S(=O)(=O)c1ccc(NC(=O)c2nc(S(C)(=O)=O)ncc2Cl)cc1
#30 CCOc1ccccc1NC(=O)CN1C(=O)C2(SCC(=O)N2c2cccc(F)c2)c2ccccc21 (stereo not drawn)
#31 C=CCc1cccc2cc(C(=O)NCCOC)c(=O)oc12
#32 O=[N+]([O-])c1ccc(N2CCOCC2)c([N+](=O)[O-])c1

Screen / compound no. | 25 | 26 | 27 | 28 | 29 | 30 | 31 | 32
PLK1 PBD block | -8% | -2% | -17% | -14% | 17µM* | · | 7% | 0%
IL-2 act | -0.8 | 0.6 | 1.4 | -2.6 | -2.2 | · | 6.6 | -0.5
WRN helicase inh | -34%[57.1 µM] | -1% | -5% | 6% | -13% | · | -3% | 9%
PI5P4Ka inh | -8 | 8 | 7 | 3 | 5 | · | -1 | 1
D3 antag | -25 | -13 | 8 | 9 | -93* | · | -7 | 3
D3 ag | -12 | 1 | 2 | 3 | -25&-27 | -5 | -1 | 7
GLP-1R inv ag | 1% | ? | 20% | ? | ? | 32%[activator] | 18% | 29%
GLP1R ag | 0% | 1% | 1% | -3% | -7% | 3% | 14% | 15%
GLP1R cytotox | 1%[1.53 µM] | 0% | 18% | -14% | ? | 2% | 0% | -18%

#33 CN(C)/C=C(/C(=O)c1ccc(Cl)cc1Cl)S(=O)(=O)c1ccccc1
#34 CC1=NN(c2ccc(C(=O)O)cc2)C(=O)CC1
#35 Cc1sc2ncnc(N(C)Cc3ccco3)c2c1C
#36 COc1cccc(/C=C/C(=O)OCC(=O)NC2CC2)c1
#37 C[C@H]1CN(c2ccccc2)C(=O)[C@@H]1CC(=O)Nc1ccc(Br)cc1
#38 Clc1ccccc1Cn1nnc2c(NCC3CC3)ncnc21
#39 COn1c(=O)c(-c2ccc(F)cc2)[n+]([O-])c2ccccc21
#40 Cc1ccc(S(=O)(=O)N(C)c2ccc(OC(=O)CN3C(=O)NC4(CCCC4)C3=O)cc2)cc1C

Screen / compound no. | 33 | 34 | 35 | 36 | 37 | 38 | 39 | 40
PLK1 PBD block | -5% | 4% | -2% | 0% | -2% | -3% | -7% | -9%
IL-2 act | 0.4 | -0.1 | -0.4 | 0.7 | -1.4 | -1.5 | -4.5 | -5.7
WRN helicase inh | -3% | -7% | -7% | 4% | -6% | -9% | -3% | 7%
PI5P4Ka inh | -5 | 1 | 3 | -2 | -3 | · | 2 | -6
D3 antag | -15 | -12 | 17 | 9 | 16 | 6 | 1 | -16
D3 ag | -2 | -4 | 5 | 6 | 0 | 0 | 2 | -11
GLP-1R inv ag | 6% | 7% | -10% | 5% | ? | 0% | 51%[activator] | -28%
GLP1R ag | -13% | -3% | 23% | -3% | 7% | 19% | 1% | 3%
GLP1R cytotox | 0% | 3% | 1% | 0% | 5% | 6% | -2% | 16%

#41 CC(C(=O)O)n1c2ccccc2c2cnn(C)c(=O)c21 (stereo not drawn)
#42 Cc1ccc(NC(=O)NCc2ccccn2)cc1
#43 COC(=O)COc1ccc(S(=O)(=O)N2CCc3ccccc3C2)cc1
#44 O=C(/C=N/O)NCCCN1CCOCC1

Screen / compound no. | 41 | 42 | 43 | 44
PLK1 PBD block | -3% | -8% | -8% | -9%
IL-2 act | -3.2 | -1.0 | -2.7 | 0.3
WRN helicase inh | -6% | -6% | -5% | 2%
PI5P4Ka inh | -3 | 4 | · | 4
D3 antag | 26 | -3 | -17 | -10
D3 ag | -1 | -7 | -4 | -6
GLP-1R inv ag | 8% | 13% | 11% | 8%
GLP1R ag | -4% | 20% | -4% | 2%
GLP1R cytotox | 14% | -8% | 15% | 10%
